Giardia killer – Giardia lamblia killing; AID 540267; activity change, % at 7.66 µM, hits read low; 340,000 tested, 0.15% active; Giardia lamblia trophozoite viability; in the data active means activity change below about -80%; inconclusive means between about -30% and that limit;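 further: parasites exposed to compound for two days anaerobically before the ATP read; on the % scale 0 is the no-effect control and ±100 the full control effect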
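Trophozoite viability was measured as ATP-dependent luminescence, read 15-30 min after reagent addition. Before that, parasites at 100 cells/well were exposed to compounds for 48 h, anaerobically, at 37 deg C.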
uPA surface inh – blocks generation of uPA at the cell surface. cell surface uPA generation assay, qHTS. Potency, µM (titrated, usually from 38.3 µM), without a hit: at the top dose activity change, negative = inhibition, hits mostly inhibitors. 330,000 tested, 0.31% active. AID 540303; active means well fitted inhibition curve with a large enough effect; inconclusive means small, poorly fitted or top-dose-only effect; inactive means no such curve, though single readings can be large or run the other way; tested in mouse RAW 264.7 cells; further: potency means the concentration at half of the fitted maximal effect; on the % scale 0 is the no-effect control and ±100 the full control effect; nearly all actives have a fitted effect of over 55% in size
NPC1 prom act – activators of NPC1 promoter; Huh7 NPC1 promoter luciferase reporter, 24 h; Potency, µM (highest dose often 9.22 µM), for the others: at the top dose activation, most hits filed as activators; 320,000 tested, 2.4% active; AID 485313;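 further: potency means the concentration at half of the fitted maximal effect; % of control where 0% means no effect; nearly all actives have a fitted effect of over 60% in size; reporter is driven by a mutant NPC1 promoter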
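Huh7 reporter cells (NPC1 promoter driving luciferase) are dosed with compound for 24 h at 37 °C, 5% CO2; luciferase detection reagent is then added and luminescence measured after 10 min at ambient temperature.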
Tb PFK block – inhibitors of T. brucei phosphofructokinase. O15648. T. brucei PFK, ADP-Glo luminescence. Potency, µM (highest dose often 57.5 µM), without a hit: top-dose activity, negative = inhibition, actives largely listed as inhibitors. 330,000 tested, 0.17% active. AID 485367;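 further: potency means the concentration at half of the fitted maximal effect; 0% = uninhibited 1x PFK enzyme wells and -100% = no-enzyme wells; nearly all actives have a fitted effect of over 60% in size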
Target sequence (O15648 whole entry, looked up): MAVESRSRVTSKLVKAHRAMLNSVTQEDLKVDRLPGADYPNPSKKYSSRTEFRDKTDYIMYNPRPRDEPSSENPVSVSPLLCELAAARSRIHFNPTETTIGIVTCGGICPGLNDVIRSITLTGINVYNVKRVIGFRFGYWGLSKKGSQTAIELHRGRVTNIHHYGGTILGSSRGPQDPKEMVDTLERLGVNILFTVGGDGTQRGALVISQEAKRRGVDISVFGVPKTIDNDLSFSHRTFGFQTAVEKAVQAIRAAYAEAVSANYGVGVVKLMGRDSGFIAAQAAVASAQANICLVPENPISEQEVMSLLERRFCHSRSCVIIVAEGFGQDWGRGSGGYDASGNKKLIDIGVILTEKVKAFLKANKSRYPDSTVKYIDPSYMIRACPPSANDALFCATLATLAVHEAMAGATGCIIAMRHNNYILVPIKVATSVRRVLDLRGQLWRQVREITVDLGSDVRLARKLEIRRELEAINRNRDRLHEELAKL
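In TEA buffer at pH 8.0 with 5 mM MgCl2, enzyme (1.25 nM) converted F6P (0.5 mM) and ATP (0.1 mM) for 45 min at room temperature. ADP product was read by luciferase luminescence.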
RORgamma inh – inhibitors of mouse ROR gamma transcriptional activity; P51450; Drosophila S2 Gal4-RORgamma UAS-luciferase reporter, 20 h; 310,000 tested, 5.4% active; AID 2551; Potency, µM (highest dose often 53.6 µM), for inactives: top-dose activity change, negative = inhibition, actives largely listed as inhibitors; further: potency means the concentration at half of the fitted maximal effect; on the % scale 0 is the no-effect control and ±100 the full control effect; nearly all actives have a fitted effect of over 60% in size
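A Gal4/UAS one-hybrid system in insect cells: metallothionein-promoter Gal4–ROR gamma fusion plus Photinus luciferase reporter. Copper sulfate 700 uM final, 20 hr ambient incubation, luminescent detection after 10 min with reagent.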
ELG1 genotox – genotoxicity induction in ELG1-luciferase HEK293T cells. Potency, µM (highest dose often 46 µM), without a hit: at the top dose activity change, positive = activation, usual class: activators. 330,000 tested, 1.3% active. HEK293T ELG1-luciferase reporter, luminescence, 16 h; further: potency means the concentration at half of the fitted maximal effect; % of control where 0% means no effect; nearly all actives have a fitted effect of over 60% in size
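Cells (2,000/well) expressing the ELG1-luciferase fusion are dosed by pin tool and kept 16 hr at 37 °C, 5% CO2. Signal comes from ONE-Glo luciferase reagent after 30 min at room temperature.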
VP16 counter – inhibits Gal4-VP16 luciferase reporter, ROR gamma counter-screen; Potency, µM (top dose mostly 53.6 µM), for the others: top-dose activity, negative = inhibition, actives largely listed as inhibitors; Drosophila S2 Gal4-VP16 UAS-luciferase, luminescence, 20 h; 310,000 tested, 3.5% active; AID 2546;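 further: Gal4-VP16 expression switched on by copper sulfate through the metallothionein promoter; potency means the concentration at half of the fitted maximal effect; on the % scale 0 is the no-effect control and ±100 the full control effect; nearly all actives have a fitted effect of over 50% in size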
Rab9 prom act – Rab9 promoter activation; 320,000 tested, 2.8% active; Potency, µM (top dose mostly 9.22 µM), inactives show at the top dose activation, negative = inhibition, most hits filed as activators; Huh7 Rab9 promoter-luciferase reporter, luminescence, 24 h; further: potency means the concentration at half of the fitted maximal effect; % of control where 0% means no effect; nearly all actives have a fitted effect of over 60% in size
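Promoter activation is measured as luciferase luminescence in Huh7 cells stably transfected with a Rab9 promoter–luciferase construct, following 24 h compound exposure at 37 °C and 10 min reagent incubation at ambient temperature.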
FBPA coupling cs – coupling enzyme interference in Giardia aldolase counter-screen; coupling enzyme system counterscreen, AmpLite Red fluorescence; activity change, negative = inhibition, % at 58.2 µM, hits read low; 290,000 tested, 0.67% active; in the data active means activity change below about -30%; further: on the % scale 0 is the no-effect control and ±100 the full control effect
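Final compound at 57.5 uM, incubated 10 min at RT with coupling enzyme reagent (glyceraldehyde-3-phosphate), then 20 min with substrate and AmpLite Red detection. Fluorescence read at 525/598 nm; tests interference with the coupling assay, not aldolase inhibition.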
KCNH2 3.1 inh – KCNH2 3.1 (human) potassium channel inhibition. U2OS KCNH2 3.1, thallium flux FluxOr; stronger effect = lower value. activity change, % (tested at about 1.8 µM). 340,000 tested, 0.95% active. AID 720553;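 active means maximum activity change below -70%; inconclusive means maximum activity change from -70% to -50%; inactive means maximum activity change above -50%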;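 further: thallium influx rate constant from kinetic fluorescence after stimulation buffer; on the % scale 0 is the no-effect control and ±100 the full control effect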
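Kinetic fluorescence (2 min after stimulation buffer) measures Tl+ influx through KCNH2 3.1 expressed by viral transduction in U2OS cells; the rate constant is normalized against DMSO controls serving as positive and negative references.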
FLuc counter – counter-screen for miR-21 project: firefly luciferase inhibitors or activators; P08659; purified FLuc, Km substrates, luminescence inhibition; Potency, µM (highest dose often 57.5 µM), without a hit: at the top dose activity change, negative = inhibition, actives largely listed as inhibitors; 360,000 tested, 6.9% active; AID 588342;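 further: potency means the concentration at half of the fitted maximal effect; plate controls were vehicle for no effect and reference inhibitor for full effect; nearly all actives have a fitted effect of over 55% in size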
Target sequence (P08659 whole entry, looked up): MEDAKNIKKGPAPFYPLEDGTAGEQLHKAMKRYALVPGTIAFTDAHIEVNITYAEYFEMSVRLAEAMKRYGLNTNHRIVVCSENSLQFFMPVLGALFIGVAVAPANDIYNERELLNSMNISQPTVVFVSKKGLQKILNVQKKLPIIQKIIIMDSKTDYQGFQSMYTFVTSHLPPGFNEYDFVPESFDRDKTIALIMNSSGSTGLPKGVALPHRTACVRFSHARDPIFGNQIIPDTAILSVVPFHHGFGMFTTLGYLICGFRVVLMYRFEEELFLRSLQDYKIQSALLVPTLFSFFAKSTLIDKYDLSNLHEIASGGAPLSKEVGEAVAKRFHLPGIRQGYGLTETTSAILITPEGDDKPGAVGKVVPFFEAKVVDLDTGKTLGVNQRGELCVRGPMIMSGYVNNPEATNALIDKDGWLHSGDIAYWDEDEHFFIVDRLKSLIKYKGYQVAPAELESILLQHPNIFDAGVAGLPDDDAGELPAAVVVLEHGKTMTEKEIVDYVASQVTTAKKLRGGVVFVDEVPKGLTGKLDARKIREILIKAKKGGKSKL
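Purified P. pyralis luciferase (10nM final) with 10uM D-luciferin and 10uM ATP (Km levels) in 50mM Tris acetate pH 7.5, 10mM Mg acetate, 0.01% Tween-20, 0.05% BSA; qHTS 6-point titration, ~60 µM downward; luminescence read.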
* marks the source's active call; other numbers are inactive results; ? = inconclusive; . = not tested or not shown; [ ] = remark or other dose. Unless noted, the call rests on the fitted dose curve; in most records, active means well fitted curve in the direction sought with a large enough effect; inconclusive means small, poorly fitted or top-dose-only effect, or another doubt; inactive means no such curve, though single readings can be large; an effect the other way counts as inactive or inconclusive.

SMILES	Giardia killer	uPA surface inh	NPC1 prom act	Tb PFK block	RORgamma inh	ELG1 genotox	VP16 counter	Rab9 prom act	FBPA coupling cs	KCNH2 3.1 inh	FLuc counter
CCCN(Cc1ccccc1)C(=S)Nc1ccc(SC(F)F)cc1	-18	7%	3%	3%	8.9µM*	-15%	?	-1%	-2	18	-17%
CCC(CC)C(=O)Nc1nnc(SCC(=O)N2CCN(c3ccccc3OC)CC2)s1	11	0%	-7%	1%	42%	-8%	-10%	-7%	0	-1	-1%
Cc1ccc(S(=O)(=O)N(CC(=O)NC2CCCC2)c2cccc(C)c2)cc1	0	9%	2%	-3%	17%	-4%	-16%	-1%	0	1	-2%
CCCCC1CCC(C(=O)Nc2ccc(S(=O)(=O)Nc3nccs3)cc2)CC1 (stereo unspecified)	2	.	4%	2%	17%	0%	-3%	-3%	-3	-9	4%
Nc1ccc(-c2c3ccc(=O)cc-3oc3cc(O)ccc23)cc1C(=O)O	28	-3%	-5%	1%	13%	0%	-3%	-6%	1	-6	0%
COc1ccc(C(NC(=O)c2ccco2)c2ccc(OC)c(OC)c2)cc1 (stereo unspecified)	-2	4%	-4%	5%	-2%	-7%	-7%	0%	6	5	1%
COc1cccc(-c2cc(C(=O)Nc3ccc4c(c3)OCCO4)c3ccccc3n2)c1	.	.	-3%	-6%	-39%	0%	1%	-2%	-6	.	?
C[C@@H](O)Cc1cn(CC(=O)NCCCCCCCCCCC(=O)N2CCNCC2)nn1	-8	-1%	0%	-23%	.	2%	.	10%	.	3	5%
COc1cccc(OCCCN2CCN(S(=O)(=O)c3ccc(NC(C)=O)cc3)CC2)c1	24	.	-2%	5%	34%	-5%	1%	-4%	2	-7	4%
O=C(OCc1nnc(-c2ccccc2)o1)C1CCN(S(=O)(=O)c2cccs2)CC1	0	-1%	-1%	3%	?	2%	1%	-3%	1	-22	1%
COC(=O)c1ccc(CSc2nnc3c(n2)[nH]c2ccccc23)cc1	-5	-2%	-2%	3%	-17%	1%	2%	-4%	2	-14	-1%
CN(CCCOc1ccccc1F)Cc1ccccc1	-6	5%	1%	0%	-27%[1.91 µM]	-4%	-1%	9%	-1	3	-1%
COc1cccc(Cc2n[nH]c(=S)n2Cc2ccco2)c1	10	11%	-3%	1%	3.5µM*	-2%	-25%	-4%	0	12	-1%
O=C(C1CCN(S(=O)(=O)c2ccccc2)CC1)N1CCCCC1	8	-1%	-33%[inhibitor]	-5%	-2%	0%	0%	7%	-2	-3	1%
CC1CN(Cc2c(O)ccc3c(=O)c(-c4ccccc4Cl)coc23)CC(C)O1 (stereo unspecified)	-15	-3%	4%	2%	-1%	-2%	9%	-1%	-2	-6	3%
CC1=CC(C)(C)N=C(NC#N)N1	-6	.	0%	-1%	8%	2%	-2%	-1%	0	-7	-2%
CN(C(=O)c1ccc(Cl)cc1)C1=CCCCC1CCC#N (stereo unspecified)	0	-3%	-4%	2%	1%	1%	-1%	-6%	3	6	10%
CCOC(=O)c1nn(-c2ccc(C)c(Cl)c2)c(=O)c(C#N)c1C	3	5%	-3%	2%	?	8%	-24%	0%	3	-4	3%
Cc1ccc(C(=O)Nc2ccc(N3CCN(S(C)(=O)=O)CC3)cc2)cc1C	10	-1%	0%	-4%	17%	-2%	4%	1%	2	8	7%
COc1ccccc1C(=O)Nc1ccnn1C1CCN(Cc2ccn[nH]2)CC1	0	2%	-3%	-12%	-15%	-2%	5%	17%	.	.	7%
COc1ccc(CC(C)N2CCN(Cc3ccccc3)CC2)cc1OC (stereo unspecified)	-27	2%	9%	3%	-38%	0%	-1%	1%	-1	-1	-1%
Cc1ncc(CN2CCN(Cc3ccccc3)C(CCO)C2)s1 (stereo unspecified)	15	1%	-4%	3%	-15%	0%	3%	-4%	2	-7	-1%
COc1ccccc1S(=O)(=O)n1cc(Cc2ccccc2)c(N)n1	-4	.	-7%	-2%	6%	1%	-4%	13%	2	2	5%
O=C1C2C3C=CC(C3)C2C(=O)N1CCCO (stereo unspecified)	11	-1%	2%	2%	-34%	1%	-3%	3%	0	-1	-2%
CCOC(=O)C1=C(C)N(c2ccc(OC)cc2)C(=O)/C1=C\c1cccs1	-2	-1%	-2%	0%	33%	1%	-13%	-5%	0	.	-2%
(further entries)
SMILES	Giardia killer	uPA surface inh	NPC1 prom act	Tb PFK block	RORgamma inh	ELG1 genotox	VP16 counter	Rab9 prom act	FBPA coupling cs	KCNH2 3.1 inh	FLuc counter
Cc1ccc(-c2c(C)n([O-])c3c([n+]2=O)CCC3)o1	-17	-1%	-4%	1%	?	-1%	2%	4%	1	-1	1%
S=c1[nH]nc(-c2ccc3ncccc3c2)n1-c1ccc2c(c1)OCCO2	-5	3%	1%	-7%	-42%	8%	1%	-3%	4	1	?
c1ccc(Cn2cnc3ccccc32)cc1	-8	1%	-4%	-7%	-30%	-2%	-18%	-1%	-1	-1	-2%
O=C(NNC(=O)c1cc(Cl)ccc1O)c1cccc(S(=O)(=O)N2CCOCC2)c1	-7	0%	6%	-11%	.	1%	.	-1%	.	-9	?
OCCCc1n[nH]c(=S)n1-c1ccccc1	3	0%	-10%	4%	1%	-6%	-1%	0%	-3	-3	1%
CCCCn1c(N)c(N(CCOC)C(=O)CSc2n[nH]c(-c3ccc(C)cc3)n2)c(=O)[nH]c1=O	4	-1%	-4%	5%	.	2%	.	-2%	.	0	3%
N#CCCN1CCN(C2=NC(=O)C(=C3CCCCC3)S2)CC1	0	-2%	-1%	-5%	15%	8%	6%	21%	-1	-20	-7%
COc1ccc(NC(=O)c2cccc(-c3ccc(O)cc3)c2)cn1	1	-11%	8%	-11%	-1%	-1%	-6%	7%	-9	-2	?
CC(C)(C)c1nc(Sc2ncccc2[N+](=O)[O-])n[nH]1	-6	-2%	-4%	-5%	-32%	-3%	4%	-1%	2	0	-2%
O=C(NN1CCOCC1)c1ccccc1F	-6	5%	-3%	-3%	-20%	4%	-14%	-1%	-1	-35	1%
COc1ccc(-c2[nH]ncc2CNC(C)CCn2cccn2)c(F)c1 (stereo unspecified)	8	-1%	1%	2%	6%	-2%	-4%	9%	3	24	0%
COc1ccc(OC)c(N2C(=O)CC(Cc3ccc(C)cc3)C2=O)c1 (stereo unspecified)	-9	2%	-2%	-4%	-25%	-1%	-12%	-1%	3	0	4%
CCN(C(=O)Nc1ccccc1)c1ccccc1	13	-7%	-2%	0%	-5%	-1%	2%	4%	3	-18	4%
CNS(=O)(=O)c1cccc(C(=O)OCC(=O)N2CCN(C(=O)c3ccco3)CC2)c1	-5	4%	.	2%	.	1%	.	.	.	-2	.
CCN1CCN(c2c(/C=C3\SC(=S)N(Cc4ccco4)C3=O)c(C)c(C#N)c(=O)n2C)CC1	-10	-9%	0%	-10%	7.1µM*	5%	?	2%	-12	-26	-3%
Cc1cccc2sc(NNC(=O)C3COc4ccccc4O3)nc12 (stereo unspecified)	-1	-8%	1%	-13%	6.3µM*	-2%	11µM*	-4%	0	1	10%
Cc1ccc(/C=N/NC(=O)CNC(=O)c2ccc(S(=O)(=O)N(C)C)cc2)o1	-14	3%	-3%	0%	-7%	1%	-1%	-7%	1	12	-5%
COC(=O)c1nnn(-c2nonc2N)c1CSc1nc2ccccc2s1	10	-2%	-1%	0%	41%	-3%	-25%	12%	-8	.	3%[2.3 µM]
CSc1cccc(NC(=O)NNC(=O)C2CCN(S(=O)(=O)N(C)C)CC2)c1	14	3%	1%	1%	-11%	-1%	-7%	-3%	3	14	0%
O=C(C(c1ccccc1)c1ccccc1)N(Cc1ccco1)C1CCS(=O)(=O)C1 (stereo unspecified)	-3	2%	-1%	1%	0%	-1%	-2%	-6%	0	-10	-3%
CC1CCCN(CC(O)COCc2ccccc2)C1 (stereo unspecified)	43[activator]	-7%	3%	-5%	-11%	1%	-6%	-7%	4	2	0%
COC(=O)[C@@H](NC(=O)Nc1cc(Cl)ccc1C)C(C)C	-6	.	-1%	5%	37%	-2%	1%	.	.	9	-4%
OC(COCC1CC=CCC1)Cn1cnc2ccccc21 (stereo unspecified)	23	3%	3%	-2%	?	1%	?	-4%	-1	-4	-5%
Oc1cncc(-c2cccnc2)c1	-19	-1%	0%	-1%	.	4%	.	-2%	.	0	-3%
COc1ccc(OC)c(CCNC(=O)c2sc3nc4n(c(=O)c3c2C)CCC4)c1	9	0%	-3%	0%	16%	4%	-1%	-4%	.	4	?
O=C(COC(=O)c1ccccc1-c1nc2ccccc2s1)Nc1ccccc1C(F)(F)F	1	8%	2%	0%	?	-3%	0%	-5%	2	-21	-18%
COCc1nc(-c2ccc(-c3ccc(OC)cc3)nc2OC)no1	21	-4%	13%	-11%	21%	12%	-5%	24%	-2	-12	?

Screens: PubChem, National Center for Advancing Translational Sciences (NCATS)
